Assay outcomes as filed in PubChem.
b-catenin transl: beta-catenin nuclear translocation modulation. nuclear translocation activity, % at 5 µM. 190,000 tested, 0.3% active. HeLa beta-catenin nuclear translocation, immunofluorescence imaging. AID 1665;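 active = nuclear translocation activity above 50% at 5 µM, with a well cell count of 50 or more; inconclusive = wells under 50 cells across six images, flagged as toxic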;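 note: per-cell ratio of nuclear to cytoplasmic median beta-catenin stain intensity; plate controls were DMSO negative control for no effect and GSK-3 inhibitor IX positive control for full effect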
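Test system: human HeLa cells, native beta-catenin. Compound dosing: 5 µM primary single dose, 0.1% DMSO, 0.02–20 µM confirmation series. Incubation: compound exposure 24 h at 37°C. Detection: beta-catenin immunostaining with DAPI counterstain, 20x imaging, 6 fields/well. Read-out basis: Nuclear/cytoplasmic beta-catenin signal ratio, % activation.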
PhoP inhibition: PhoP-dependent GFP reporter repression – Salmonella Typhimurium, primary screen (AID 1863) | S. Typhimurium PhoP-regulated promoter GFP reporter, 4 h; higher % means a stronger effect | inhibition, % at 50 µM, or IC50 in µM where a hit was titrated | 300,000 tested, 0.16% active;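 active = inhibition over 29.93%, a cutoff 3 SD above the screen mean, later confirmed by dose response; inconclusive = inhibition over 29.93% but no dose response follow-up; inactive = inhibition at most 29.93% or unconfirmed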;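 note: 0% = low Mg2+ inducing control and 100% = high Mg2+ repressing control; strong numbers were not always called active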
T cell HTS: modulates CD8 T cell binding to vesicles; AID 2052; 330,000 tested, 0.068% active; 2C CD8+ T cell-vesicle binding, flow cytometry; active compounds read low; calls only at 7 µM;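 active = response, share of CD8 T cells binding vesicles, and their 90th percentile fluorescence all below set limits, cut at about 80% in these data, passing the limit was not always enough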
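Material: murine 2C transgenic CD8+ T lymphocytes / Also added: QL9-peptide-loaded Drosophila micro-vesicles bearing Ld, ICAM-1 and B7-1 / Schedule: binding step 1.5 h, 37 °C, antibody labelling 20 min, ice / Signal: flow cytometry, PE anti-B7-1 (FL2) versus Alexa647 anti-CD8 (FL8), PFA-fixed / Evaluation: percent CD8+ FL2 mean versus row control / Benchmarks: naked versus QL9-loaded vesicles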
SV40 large T antigen: TAg ATPase/helicase activity blockers – biochemical (AID 1903); SV40 large T antigen ATPase/helicase inhibition assay; higher % means a stronger effect; inhibition, % at 20 µM, or IC50 in µM where a hit was titrated; 310,000 tested, 0.39% active; in the data active = a potency from the dose series; inconclusive = inhibition mostly from about 32% at the one dose, without a potency; inactive = the rest, 99 in 100 with inhibition below about 32%; note: strong numbers were not always called active
West Nile antiviral: West Nile virus antiviral activity, cell-based, CPE readout (AID 1621). West Nile virus-infected cells, CPE inhibition; higher % means a stronger effect. one-dose CPE inhibition, % at 10 µM; IC50 in µM for titrated hits. 290,000 tested, 0.02% active; in the data active = a potency from the dose series; inconclusive = CPE inhibition mostly from about 3.7% at the one dose, without a potency; inactive = the rest, 99 in 100 with CPE inhibition below about 2.2%; note: strong numbers were not always called active
Myeloid diff 2: compounds promoting myeloid differentiation. ER-HoxA9 myeloid progenitors, lysozyme-GFP differentiation, flow cytometry. calls only at 10 µM. 360,000 tested, 1% active;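 active = normalized GFP-positive differentiation at or above the plate's own cutoff, the solvent-only control mean plus 3 SD; inconclusive = no clear call, values can overlap the other calls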;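 note: cells exposed to compound for four days before flow analysis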
RSV CPE inhibition: inhibition of RSV-induced cytopathic effect – HEp-2 cells, primary 10 µM value included (AID 2391) | HEp-2 cells, RSV-induced CPE inhibition; higher % means a stronger effect | CPE inhibition, % at 10 µM, or IC50 in µM where a hit was titrated | 310,000 tested, 0.13% active; in the data active = a potency from the dose series; inconclusive = CPE inhibition mostly from about 23% at the one dose, without a potency; inactive = the rest, 99 in 100 with CPE inhibition below about 21%; note: strong numbers were not always called active
MgcRacGAP inhibition: MgcRacGAP GTPase-activating activity inhibitors, confirmation, biochemical, ADP Hunter fluorescence. MgcRacGAP-stimulated Rac1 GTP hydrolysis, ADP Hunter fluorescence; higher % means a stronger effect; GST-tagged Rac1 F28L mutant substrate. inhibition, % at 30 µM, or IC50 in µM where a hit was titrated. 340,000 tested, 0.6% active;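 active = first-screen hits whose inhibition reached a set limit at any dose in the follow-up dose series; inconclusive = inhibition above the set first-screen limit but never retested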;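 note: fluorescence reports GDP produced by GAP-driven GTP hydrolysis; strong numbers were not always called active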
WT yeast gro inh: growth inhibition of WT yeast, mitochondrial fusion screen; 190,000 tested, 2.1% active; inhibition, % at 10 µM; mitochondrial fusion phenotypic screen, WT strain; in the data active = inhibition above about 58%; tested in S. cerevisiae
WT yeast gro inh mutant strain: also measured in WT yeast gro inh; calls as there; inhibition, %; mitochondrial fusion phenotypic screen, mutant strain inhibition
b-catenin transl cell count 5 µM: also measured in b-catenin transl; calls as there; cell count; measured here: cell count, cytotoxicity flag
T cell HTS vesicle-bound %: also measured in T cell HTS; calls as there; double positive events, %; measured here: CD8+ vesicle-bound cell fraction;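 binding gate set so that unloaded-vesicle control wells show 10% double positive cells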
Myeloid diff 2 GFP+ MAC1+ %: also measured in Myeloid diff 2; calls as there; GFP+ MAC1+ double positive, %; measured here: differentiation confirmed by MAC1 staining
Numbers without * were called inactive; i = inactive; ? = inconclusive; / = not tested or not shown; + = active, no number.

SMILES | b-catenin transl | b-catenin transl cell count 5 µM | PhoP inhibition | T cell HTS | T cell HTS vesicle-bound % | SV40 large T antigen | West Nile antiviral | Myeloid diff 2 | Myeloid diff 2 GFP+ MAC1+ % | RSV CPE inhibition | MgcRacGAP inhibition | WT yeast gro inh | WT yeast gro inh mutant strain
C=CCn1c(Cc2nc3ccccc3[nH]2)n[nH]c1=S | -1.5 | 1209 | -11% | i | 25 | 7% | -0.4% | i | 5.9 | 0.5% | 14% | -8 | -6
C=CCN(CC=C)C(=O)Cc1ccc(F)cc1 | / | / | 14% | i | 28 | 5% | -0.2% | i | 0.6 | 0.8% | 7% | -5 | -3
Cc1ccc(NC(=O)C2CCN(C(=O)c3ccc(Cl)cc3)CC2)nc1 | / | / | 2% | i | 19 | 7% | / | i | 0.4 | 4.7% | 4% | / | /
Cc1nc2c(-c3ccc(F)cc3)c(C)nn2c(C)c1CCC(=O)NC(C)CCc1ccco1 (stereo unspecified) | -2.5 | 1156 | -1% | i | 34 | 25% | -0.2% | i | 3.2 | 30% | 8% | 10 | 4
COCC(=O)N(Cc1cc2ccc(C)cc2[nH]c1=O)c1cccc(C)c1 | / | / | 0% | i | 56 | 14% | -1.0% | i | 0.6 | 1.8% | 4% | / | /
O=C(O)c1sccc1S(=O)(=O)c1ccccc1 | -0.6 | 1181 | -5% | i | 45 | 4% | 0.2% | i | 0.5 | 4.3% | 4% | 6 | 20
COc1ccc(-c2noc(CCCC(=O)NC3CCCC3)n2)cc1OC | / | / | 1% | i | 8 | 4% | 0.4% | i | 1.4 | 0.7% | 9% | / | /
NS(=O)(=O)c1ccc(CCNC(=O)c2cc3ccccc3s2)cc1 | / | / | 4% | i | 32 | 9% | 0.6% | i | 0.8 | 0.5% | 1% | / | /
O=C(O)Cc1ccc(NC(=O)Nc2cccc3ccccc23)cc1 | / | / | -2% | i | 6 | 21% | 0.1% | i | 1.1 | 1.6% | 9% | / | /
O=C(C1=C[C@H](C2CCCCC2)C[C@H](OCCCCO)O1)N1CCOCC1 | 3.0 | 1028 | 4% | i | 59 | 9% | -0.5% | i | 1.5 | 0.8% | 7% | 2 | 0

The list goes on; it opens with the two that closed the last part.
SMILES | b-catenin transl | b-catenin transl cell count 5 µM | PhoP inhibition | T cell HTS | T cell HTS vesicle-bound % | SV40 large T antigen | West Nile antiviral | Myeloid diff 2 | Myeloid diff 2 GFP+ MAC1+ % | RSV CPE inhibition | MgcRacGAP inhibition | WT yeast gro inh | WT yeast gro inh mutant strain
O=C(O)Cc1ccc(NC(=O)Nc2cccc3ccccc23)cc1 | / | / | -2% | i | 6 | 21% | 0.1% | i | 1.1 | 1.6% | 9% | / | /
O=C(C1=C[C@H](C2CCCCC2)C[C@H](OCCCCO)O1)N1CCOCC1 | 3.0 | 1028 | 4% | i | 59 | 9% | -0.5% | i | 1.5 | 0.8% | 7% | 2 | 0
O=C(c1ccc(NC(=O)C2(c3ccccc3)CCCC2)cc1)N1CCOCC1 | -0.8 | 1348 | 1% | i | 30 | 17% | 0.3% | i | 0.3 | -0.3% | / | / | /
CC1CCCC(NC(=O)COC(=O)c2c[nH]c(=O)[nH]c2=O)C1C (stereo unspecified) | 0.5 | 1123 | -10% | i | 55 | 8% | 0.1% | i | 1.1 | 0.3% | -2% | -3 | 4
O=S(=O)(Nc1ccc(-c2ccc3nncn3n2)cc1)c1cccs1 | / | / | -7% | i | 54 | 13% | / | i | 0.6 | -0.7% | 0% | / | /
NC(=O)CSc1oc(-c2ccco2)nc1S(=O)(=O)c1ccc(Br)cc1 | / | / | 4% | i | 13 | 6% | -1.3% | i | 0.4 | 1.1% | 7% | / | /
COc1ccc(CNC(=O)CN(C(=O)c2csnn2)c2ccc(F)cc2)cc1 | / | / | -1% | i | 19 | 10% | -0.8% | i | 0.6 | 0.8% | 4% | / | /
Cc1ccc(S(=O)(=O)NCc2ccncc2)cc1C | 0.3 | 1034 | 5% | i | 26 | 10% | -1.3% | i | 2.1 | -2.6% | 4% | -17 | -17
COc1ccc(/C=C2\C(=O)ON=C2c2cccc([N+](=O)[O-])c2)cc1 | -1.3 | 1060 | -7% | i | 38 | 4% | -0.3% | / | / | 0.8% | / | -5 | 0
CC(=O)NC(=S)NNC(=O)C(c1ccccc1)c1ccccc1 | -2.7 | 1113 | -6% | i | 51 | 12% | -1.5% | i | 0.2 | -2.2% | 7% | 6 | -38
CC12C=CC3(O1)C(C(=O)N(c1ccccc1)C3C(=O)NC1CCCC1)C2C(N)=O (stereo unspecified) | 1.1 | 540 | -3% | i | 38 | 19% | 0.2% | i | 0.9 | 2.1% | 7% | -14 | -3
CCOC(=O)c1c(C)c(C(=O)NCCc2ccccc2)c(C)n1C | 0.5 | 1085 | -11% | i | 35 | 2% | -1.2% | i | 0.4 | -0.1% | -1% | -2 | -11
Cc1nnc2c(NC(C)C)nc3ccccc3n12 | 5.5 | 1331 | 2% | i | 56 | 26% | 1.4% | i | 0.6 | -1.8% | 18% | -2 | 3
O=C(CSc1nncn1-c1ccccc1)Nc1ccccc1F | / | / | 1% | i | 18 | -1% | 0.1% | i | 0.1 | 0.8% | 3% | / | /
O=C(COn1nnc2ccc(Cl)cc21)Nc1ccc(F)cc1 | 0.9 | 1109 | -4% | i | 55 | 20% | -0.4% | i | 0.7 | 3.8% | -9% | -3 | -8
CCOc1cccc(-c2nc3cc(C)ccc3o2)c1 | 0.5 | 1148 | 6% | i | 50 | 2% | 0.9% | i | 1.2 | 2.1% | 8% | 13 | 14
Cc1cccc(NC(=O)CN2C(=O)S/C(=C\c3cc(C)n(C)c3C)C2=O)c1 | -0.9 | 772 | 12% | i | 54 | 8% | -1.0% | i | 1.0 | 1.4% | 4% | 7 | 19
Cc1ccc(CNC(=O)C2CCCN(S(C)(=O)=O)C2)cc1 (stereo unspecified) | / | / | -5% | i | 20 | 4% | -0.3% | i | 7.5 | -0.3% | 2% | 6 | 12
Cc1ccc(NC(=O)N2CCC(c3nc4c(nnn4Cc4cccc(Cl)c4)c(=O)[nH]3)CC2)cc1 | / | / | -2% | i | 43 | 10% | 1.0% | i | 6.5 | 1.5% | 2% | -5 | -4
COCCn1c(=S)[nH]c2cc(C(=O)N3CC(C)CC(C)C3)ccc2c1=O (stereo unspecified) | / | / | -3% | i | 14 | -3% | -0.3% | i | 2.9 | 4.3% | 8% | / | /
COc1ccc(C(C)=O)cc1COC(=O)c1ccc2c(c1)OCO2 | -0.4 | 959 | 5% | i | 32 | 2% | 0.2% | i | 0.7 | 0.7% | 7% | -1 | 14
COc1ccc(N2CC(C(=O)N3CCC(c4nc5ccccc5[nH]4)CC3)CC2=O)cc1 (stereo unspecified) | / | / | -1% | i | 33 | 18% | / | i | 0.8 | -0.5% | 7% | / | /
CC1(C)CC2CC(C)(CN2C(=O)c2cc(-c3ccc(O)cc3)on2)C1 (stereo unspecified) | / | / | 2% | i | 32 | 23% | 0.1% | ? | / | 7.4% | 9% | / | /
Cc1cc(C)nc(SCc2cc(=O)c(OC(=O)c3ccc(Br)o3)co2)n1 | 2.0 | 1061 | 1% | i | 20 | 24% | 0.1% | i | 1.3 | 0.5% | 0% | 8 | 14
FC(F)(F)Oc1ccc(NC(=S)Nc2ccccc2N2CCOCC2)cc1 | -4.8 | 1189 | -11% | i | 10 | 12% | -1.1% | i | 0.5 | 3.0% | 4% | / | /
CCCN(CC(=O)Nc1ccc(F)c(F)c1F)C(=O)Cn1c(=O)cnc2ccccc21 | / | / | -8% | i | 53 | 11% | / | + | 0.8* | -1.4% | 6% | / | /
Cn1cccc1C1C=C(c2ccc(C(C)(C)C)cc2)Nc2ncnn21 (stereo unspecified) | / | / | -8% | i | 28 | 10% | -0.6% | i | 1.3 | 4.2% | 5% | / | /
Cc1nc(CNS(=O)(=O)c2cc(F)ccc2F)cs1 | -0.6 | 1175 | 4% | i | 18 | 1% | 0.1% | i | 6.3 | 2.2% | 2% | 12 | 15
COCCN(C(=O)c1ccco1)c1nnc(-c2ccc(F)cc2)s1 | 0.7 | 1571 | 0% | i | 28 | 5% | 0.0% | i | 0.3 | 0.9% | 6% | 1 | -3
Cc1cccc(C)c1OCC(=O)Nc1ccc2c(c1)OCCO2 | / | / | 5% | i | 54 | 3% | 0.6% | i | 3.1 | 2.0% | -3% | / | /
COC(=O)C1=C(C(=O)OC)[C@@H]2Nc3ccccc3[C@@]23C[C@@H](C(=O)OC)N(C(=O)COCc2ccccc2)C3=N1 | / | / | 9% | i | 26 | 10% | -0.4% | i | 1.5 | 2.7% | 3% | / | /
CN(C(=O)CN1C(=O)S/C(=C\c2ccc(Cl)cc2)C1=O)C1CCS(=O)(=O)C1 (stereo unspecified) | / | / | 4% | i | 19 | 5% | -0.6% | i | 3.0 | -2.2% | -4% | / | /
CCCCN(CCCC)S(=O)(=O)c1ccc(NC(=O)Cc2cccs2)cc1 | -3.8 | 1023 | -4% | i | 8 | 37% | -0.3% | i | 0.5 | 1.5% | 5% | 5 | -35
Cn1cc(Br)c(C(=O)NC(=S)N2CCN(c3ccccn3)CC2)n1 | / | / | -12% | i | 53 | 6% | 0.6% | i | 0.6 | 1.1% | 8% | -8 | 7
COc1cccc(NC(=O)Nc2cc(C)ccc2OC)c1 | -1.7 | 1170 | -2% | i | 63 | 2% | -1.3% | i | 0.1 | 7.1% | 6% | 16 | 13
CCNC(=S)Nc1ccc(OCC)cc1 | -1.3 | 905 | 6% | i | 44 | 4% | -0.1% | i | 1.5 | 0.4% | 5% | 16 | 12
CCCOC1CCCN(C(=O)c2cc(COc3c(F)cccc3F)on2)C1 (stereo unspecified) | / | / | -3% | i | 9 | 14% | 0.5% | i | 1.0 | 2.5% | 6% | / | /
CCOC(=O)/C=C/[C@H]1CC2(CCO1)SCCCS2 | / | / | / | i | 27 | / | / | i | 2.5 | -0.4% | 3% | / | /
COc1ccc(OC)c(/C=N/n2c(-c3n[nH]c4c3CCC4)n[nH]c2=S)c1 | -4.2 | 1057 | -9% | i | 42 | 11% | -0.3% | i | 0.5 | / | 0% | / | /

An unsorted share of the library. About 3.6% of those tested had a hit in this group.
